# HSP90 inh: HSP90 inhibitors, primary screen, cell lysate, luminescence | Heat shock protein HSP 90 (rabbit reticulocyte lysate; luciferase refolding) | Rabbit reticulocyte lysate, luciferase refolding luminescence, 3 h | inhibition, % at 5.6 µM | 290,000 tested, 0.91% active;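 active = inhibition above the screen-wide mean plus 3 SD, computed separately per campaign, cut at about 16% in these data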;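 also: 0% = DMSO wells and 100% = 60 µM geldanamycin wells; inhibitors lower the luminescence because luciferase stays unfolded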
# DYRK1A inh: rat Dyrk1A kinase inhibitors, primary screen, biochemical, single point, plate reader; inhibition, % at 12.5 µM; Dual specificity tyrosine-phosphorylation-regulated kinase 1A (Rattus norvegicus), Q63470; AID 504441, 2011; ADP-Glo luminescence, NFATc1 peptide; 310,000 tested, 0.43% active; in the data active = inhibition above about 50%;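 also: plate controls were vehicle with enzyme for no effect and no enzyme for full effect; many of its hits are not listed in these tables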
# GSK3 alpha inh: blockers of GSK3A enzyme activity – biochemical, luminescence, cell-free homogeneous, HTS, primary screen. 320,000 tested, 0.1% active. Glycogen synthase kinase-3 alpha (Homo sapiens), P49840. AID 2650, 2010. inhibition, % at 10 µM. GSK-3 alpha kinase, ADP-Glo luminescence, 60 min;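 in the data active = inhibition above about 50%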;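 also: GST-tagged GSK-3 alpha with peptide substrate and 25 µM ATP; 0% = DMSO neutral wells and 100% = GW8510 positive control wells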
# Target sequence (P49840 whole entry, looked up): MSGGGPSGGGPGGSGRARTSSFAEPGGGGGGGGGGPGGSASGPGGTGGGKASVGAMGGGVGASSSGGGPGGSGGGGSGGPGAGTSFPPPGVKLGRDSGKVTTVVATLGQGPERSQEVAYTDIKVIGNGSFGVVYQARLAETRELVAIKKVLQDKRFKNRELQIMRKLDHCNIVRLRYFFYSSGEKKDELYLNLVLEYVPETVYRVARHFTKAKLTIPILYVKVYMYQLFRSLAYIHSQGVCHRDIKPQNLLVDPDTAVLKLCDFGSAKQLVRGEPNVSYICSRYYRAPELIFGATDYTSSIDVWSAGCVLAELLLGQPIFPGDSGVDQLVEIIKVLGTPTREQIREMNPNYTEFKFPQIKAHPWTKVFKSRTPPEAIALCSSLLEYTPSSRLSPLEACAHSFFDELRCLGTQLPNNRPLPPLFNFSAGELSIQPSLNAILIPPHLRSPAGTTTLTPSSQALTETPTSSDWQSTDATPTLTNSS
# GSK3beta inhib: human GSK3beta kinase inhibitors, primary screen, biochemical, cell-free homogeneous, HTS; Glycogen synthase kinase-3 beta (Homo sapiens), P49841; 300,000 tested, 0.038% active; activity score (negative = inhibition), % at 10 µM; GST-GSK3beta kinase, ADP-Glo luminescence, 60 min; hits give low values;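 active = more than half of replicate wells score below -50%, meaning over 50% inhibition versus plate controls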;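 also: 0% = median DMSO wells and -100% = median GW8510 positive control wells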
# Target sequence (P49841 whole entry, looked up): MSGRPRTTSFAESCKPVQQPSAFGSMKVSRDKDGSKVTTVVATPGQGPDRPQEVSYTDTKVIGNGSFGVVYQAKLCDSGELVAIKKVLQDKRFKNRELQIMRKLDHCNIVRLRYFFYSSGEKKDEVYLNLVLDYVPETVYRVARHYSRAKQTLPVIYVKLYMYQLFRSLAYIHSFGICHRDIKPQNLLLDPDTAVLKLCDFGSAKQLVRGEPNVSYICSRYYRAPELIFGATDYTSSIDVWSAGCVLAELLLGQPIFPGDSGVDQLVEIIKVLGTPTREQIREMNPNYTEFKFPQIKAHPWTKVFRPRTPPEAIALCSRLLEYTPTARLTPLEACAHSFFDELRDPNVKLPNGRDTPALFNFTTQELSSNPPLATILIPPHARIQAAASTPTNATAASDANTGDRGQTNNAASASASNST
#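 Test system: GST-fused GSK3beta enzyme, cell-free | Quantity: 1.6 ng GST-GSK3beta enzyme per well | Reagent: 25 µM ATP with peptide substrate | Schedule: 60 min enzyme reaction, room temperature | Signal: Luminescent ADP-Glo measurement of ADP formed | Read-out basis: Score relative to plate controls | Control set: DMSO and 20 µM GW8510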
# HSF1 inhib: HSF1 inhibitors in luciferase reporter cells, primary screen, cell-based, NIH3T3, luminescence; NIH3T3-HGL HSE-luciferase, MG132-induced, luminescence 8 h; hits give low values; AID 2098, 2009; 300,000 tested, 0.77% active; activity change, negative = inhibition, % at 7.5 µM (by protocol);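 active = more than half of replicate wells show activity change below -50%, luminescence cut by over half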;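 also: luciferase reports HSF-1 transcriptional activity via heat shock element; 0% = median of DMSO wells and -100% = zero luminescence signal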
# IEC-6 cytotox: cytotoxicity in IEC-6 intestinal epithelial cells, primary screen, cytotoxicity control for KLF5 inhibitor project, cell-based, luminescence. IEC-6 cytotoxicity, luminescence viability. 290,000 tested, 0.78% active. inhibition, % at 5 µM. AID 1825, 2009; in the data active = inhibition above about 22%;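 also: 0% = plate median of test compound wells and 100% = cytotoxic reference compound wells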
# KLF5 inh: KLF5 expression inhibitors, primary screen, DLD-1 cells, luminescence; DLD-1 KLF5 promoter-luciferase reporter; inhibition, % at 5 µM; AID 1700, 2009; 290,000 tested, 0.23% active;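 active = inhibition above a per-plate limit of that plate's mean compound inhibition plus 3 SD, cut at about 60% in these data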;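 also: 0% = DMSO wells and 100% = LY294002 at 200 µM; higher means less KLF5 promoter-driven luciferase light; inactives centre near -14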
# aSyn UTR inh: MLPCN primary screen, SNCA 5' untranslated region; alpha-synuclein 5'UTR reporter, inhibitor activity; inhibition, % (tested at 7.5 µM); 300,000 tested, 0.82% active; in the data active = inhibition above about 60%;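 also: H4 neuroglioblastoma cells stably carrying SNCA 5'UTR luciferase fusion; 0% = DMSO wells and 100% = positive control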
# Platelet DG rel: inhibitors of platelet dense granule secretion, primary screen, cell-based, MLPCN, human platelets | human platelet-rich plasma, SFLLRN dense granule ATP release, luminescence | 300,000 tested, 0.22% active | inhibition, %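 (compounds screened at 7.5 µM in platelet-rich plasma)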;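 active = mean replicate score, as percent of positive control, at or above 50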
# HSF-1 act: HSF-1 activators, primary screen, NIH3T3-HGL cells, MG132 stress, luminescence, single point; NIH3T3-HGL HSF-1 luciferase reporter, 8 h; 100% = twice DMSO control signal; activation, % at 9 µM; 300,000 tested, 1.7% active;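 active = mean replicate activation of at least 50% with a set share of replicates each reaching 50%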;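 also: 0% = median of the neutral control wells and 100% = twice that signal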
# * = called active by the depositor; . = not tested or not shown.
SMILES,HSP90 inh,DYRK1A inh,GSK3 alpha inh,GSK3beta inhib,HSF1 inhib,IEC-6 cytotox,KLF5 inh,aSyn UTR inh,Platelet DG rel,HSF-1 act
Cn1c(O)c(C=Nc2ccccc2-c2ccccc2)c(=O)n(C)c1=O,-1,1,-1,0,-3,0,-7,9,-4,0
O=C(COC(=O)Cc1ccccc1)NC(=O)NC1CCCCC1,.,2,-2,4,0,.,.,-3,-7,-8
Cc1ccc(-n2c(C)cc(/C=C3/C(=O)NC(=O)N(Cc4ccco4)C3=O)c2C)cc1,4,-5,-2,2,-5,3,12,6,-2,-8
C=CCn1c(O)c(C(CC)=Nc2ccc(N(C)C)cc2)c(=O)[nH]c1=O,11,-7,0,4,-1,-10,-19,-1,-1,21
c1ccc2c(CN3CCCCCC3)c[nH]c2c1,-2,1,-3,-1,0,1,-27,-41,13,3
C#C[C@@]1(O)CCC2C3CCC4=C/C(=N/OCC(=O)NC(C(=O)NC(CC(C)C)C(=O)O)C(C)C)CC[C@]4(C)C3CC[C@@]21C (some centres undefined),1,-5,-4,4,4,2,-6,-23,6,-7
COc1c(C)cc(C(=O)C2CCCN(C3CCOCC3)C2)cc1C (centres undefined),1,5,0,-3,-6,6,-17,-12,1,-8
Cc1nn(Cc2ccccc2)c(C)c1C(=O)NC1CCCc2ccccc21 (centres undefined),3,10,-3,3,-3,1,20,16,-7,2
COc1ccccc1OP(=O)(Nc1cccnc1)Oc1ccccc1OC,1,-4,0,2,-37,6,-12,4,-1,-45
CC1=C(C(=O)O)N2C(=O)C(NC(=O)CCCC(=O)O)C2SC1 (centres undefined),-2,7,3,2,-9,-4,10,25,-6,24
Cc1ccc(C2C(S(C)(=O)=O)=C(O)C(=O)N2c2ccccc2)cc1 (centres undefined) (tested in a mixture with another compound),-3,-6,-4,1,0,-6,9,14,5,-7
C=CCn1cc(C=C2C(=O)NC(=O)NC2=O)c2ccccc21,1,3,0,-1,-12,-5,2,-6,-3,-1
CCOc1ccc(Cl)cc1CNCCc1ccc(F)cc1,5,-7,5,-1,12,-8,-4,-11,-3,23
CC(C)c1ccc(C2NCc3ccccc3-n3cccc32)cc1 (centres undefined),6,-2,-2,-1,-2,1,-9,-22,-4,-1
CN(C)C1(CNC(=O)Nc2ccc(Cl)c(Cl)c2)CCCCC1,-1,-1,4,-21,1,2,-19,16,1,13
O=C(c1cc(F)ccc1F)C1CCCN(Cc2cc(Cl)ccc2O)C1 (centres undefined),-1,-3,.,3,8,-6,-8,11,-5,21
CCN1CCN(c2cc(N3CCCC3)c([N+](=O)[O-])cc2F)CC1,0,-6,4,-8,2,4,-25,-33,-2,11
CCOc1ccc(N2C(=O)CC(=O)NC2=O)cc1,0,12,-2,5,-3,2,-30,-4,-3,1
CCN1C(=O)NC(=O)/C(=C\c2ccc(N3CCOCC3)cc2OC)C1=O,-2,.,5,3,6,2,-27,16,2,23
CCC(=NCCCn1ccnc1)c1c(O)n(-c2ccccc2)c(=O)[nH]c1=O,-2,.,29,-1,-5,-7,-5,0,13,-9
CC12CN3CC(C)(CN(C1)C3c1cccnc1)C2=O (centres undefined),-2,-2,1,-1,-6,-1,-15,-14,-8,-4
O=C(N/N=C/c1c(O)n(Cc2ccc(F)cc2)c(=O)[nH]c1=O)c1ccccc1O,3,.,3,1,-8,8,-5,-4,-9,5
CCOc1c(Cl)cc(CNC(C)C(O)c2ccccc2)cc1OC (centres undefined),1,2,1,-4,-3,4,3,7,-3,8
CC[N+]12CCC(CC1)C(=C(c1ccccc1)c1ccccc1)C2,-1,-2,-1,1,-5,-1,15,15,-10,-6
CC(=O)OC1N=C(c2ccccc2Cl)c2cc(Br)ccc2N(C)C1=O (centres undefined),-3,-3,-2,2,5,-4,-4,10,-2,11
Cc1cc(OCC(=O)NCC2CCC(C(=O)O)CC2)c2c3c(c(=O)oc2c1)CCC3 (centres undefined),-3,17,4,0,2,5,-13,13,14,-3
CC1N=C(c2ccccc2)c2cc(Br)ccc2NC1=O (centres undefined),-1,3,-3,-1,7,2,-3,11,-2,16
C#CCOc1cc(C2C3=C(COC3=O)Nc3cc4c(cc32)OCO4)ccc1OC (centres undefined),3,-1,-1,-1,-7,78*,52,78*,0,-1
CCC(=NCc1cccnc1)c1c(O)n(-c2ccc(C)cc2)c(=O)[nH]c1=O,4,1,2,4,0,0,-2,3,-1,-14
CCC12CN3CCN(CC(C3)/C1=N\O)C2,-1,4,-2,2,3,-1,-13,3,21,6
Cc1nc2ccc(Cl)cc2c(=O)n1-c1ccccc1Cl,-1,18,1,-2,-3,-1,-24,8,-14,-21
O=C(CCS(=O)(=O)c1ccc(Br)cc1)N1CCC2(CC1)OCCO2,78*,4,-2,.,.,-4,42,.,.,.
CNC(=O)Oc1ccc2c(c1)C(=O)c1ccccc1CO2,-1,9,0,1,5,0,-20,-54,0,30
O=C1CN=C(c2ccc(F)cc2)c2oc3ccccc3c2N1,-2,-3,-2,4,-14,-1,-4,26,5,4
CC(=O)Nc1ccccc1C(=O)OCc1ccc(F)cc1,-2,-6,5,0,2,-7,-35,-84,1,21
C=C(CC1CC(O)[C@]2(C)OC3CC4OC5C[C@]6(C)O[C@]7(C)CCC8OC9C[C@]%10(C)OC%11C(C)=CC(=O)OC%11CC%10OC9C[C@@H](C)C8OC7CC6O[C@]5(C)C/C=C\C4OC3CC2O1)C(=O)O (some centres undefined),7,-7,-3,1,-6,0,3,-22,-4,.
Fc1ccc(N2CCN(Cc3cc4c(cc3Br)OCO4)CC2)cc1,3,3,-1,5,8,6,-28,19,-3,8
Cc1cccc(N2C(=O)NC(=O)/C(=C\c3ccc4c(c3)CCCN4Cc3ccccc3)C2=O)c1,4,-8,-5,2,5,-4,9,-16,-10,23
N/C(=N\[N+](=O)[O-])N1CCN(C(=O)Oc2ccccc2)CC1,1,.,-2,5,-1,-3,-10,9,5,-13
c1ccc2oc(N3CCNCC3)nc2c1,3,1,-2,1,0,-1,-20,3,3,-15
CC(C)c1ccc(O)c(CN2CCN(c3ccccc3)CC2)c1,-1,-1,-3,3,3,-5,-2,-10,-3,19
O=[N+]([O-])c1ccc2nc(N3CCNCC3)ccc2c1,.,.,5,3,13,.,.,-28,-3,2
COc1ccc(-c2cc(=O)oc3c(C)c(OC(C)C(=O)N4C[C@H]5C[C@@H](C4)c4cccc(=O)n4C5)ccc23)cc1 (some centres undefined),-4,8,-2,4,8,-2,-25,25,4,12
O=C1NC(=O)N(CCC2=CCCCC2)C(=O)/C1=C\c1cccs1,1,-10,-3,2,-2,-1,-41,-5,-9,-1
C[C@@H]1CC[C@H]2[C@@H](C)C(=O)O[C@@H]3O[C@@]4(C)CC[C@@H]1[C@]32OO4,-2,-3,-2,0,5,4,12,-3,-1,-3
COc1ccc(N2C(=O)NC(=O)/C(=C/c3ccc(N4CCOCC4)cc3)C2=O)cc1,3,.,0,0,-10,-3,-2,-12,-6,-7
O=c1[nH]c(=S)[nH]c(O)c1N=Nc1cccc(S(=O)(=O)N2CCOCC2)c1,1,7,0,12,0,-4,-19,14,-3,7
O=C(c1cc2cc(F)ccc2[nH]1)N1CCC2(CC1)OCCO2,-5,2,-2,0,2,-4,-24,-15,35,6
CCC[N+]12CCC(CC1)C(=C(c1ccccc1)c1ccccc1)C2,3,-5,-2,-3,0,-6,-7,6,23,2
CC(C)NS(=O)(=O)c1ccc(OCC(=O)N2CCN(C)CC2)cc1,1,7,-2,-3,-6,0,-65,20,26,1
COC(=NC1CCCC1)C(O)c1c[nH]c2ccccc12 (centres undefined),2,-5,-1,4,6,-1,-3,-7,2,-3
CN1C(=O)C(=Cc2ccc(Sc3ccccc3)o2)C(=O)N(C)C1=S,.,-10,-1,1,-4,.,.,6,0,5
CN1C(=O)NC(=O)C2(Cc3ccccc3N3CCOCC32)C1=O (centres undefined),3,5,-1,0,-11,2,-5,-25,-5,-2
CCc1ccc(-c2nn(Cc3ccccc3)cc2C=O)cc1,-2,8,-3,1,60,0,-197,-140,0,102*
CN(C)C(=O)Oc1ccc2c(c1)O/C(=C\c1cccc([N+](=O)[O-])c1)C2=O,-1,-3,0,-1,15,-1,-14,-2,-2,13
Cc1cc(/C=C2\C(=O)NC(=S)N(C)C2=O)c(C)n1C1CCCCC1,0,2,-1,1,.,0,-23,26,2,.
CN1C(=O)/C(=C\c2ccc(N3CCCCC3)o2)C(=O)NC1=S,0,7,1,0,-5,8,-21,-162,9,17
COC(=O)C(C)Oc1cc(C)cc2oc(=O)c3c(c12)CCCC3 (centres undefined),3,11,-2,-9,7,4,-31,5,1,14
Nc1ccccc1N=Cc1c(O)n(CCC2=CCCCC2)c(=O)[nH]c1=O,2,1,-2,-4,-13,4,-65,32,-3,-35
CCOc1ccc2oc(C(=O)NN3C(C)CCCC3C)c(C)c2c1 (centres undefined),-1,.,0,-24,1,1,13,16,6,-18
# Next entries follow.
SMILES,HSP90 inh,DYRK1A inh,GSK3 alpha inh,GSK3beta inhib,HSF1 inhib,IEC-6 cytotox,KLF5 inh,aSyn UTR inh,Platelet DG rel,HSF-1 act
O=C(c1cc2nc(-c3ccccc3)cc(-c3ccccc3)n2n1)N1CCC2(CC1)OCCO2,5,-4,0,-21,-1,2,-6,46,-6,-12
O=c1[nH]c(=O)n(Cc2ccc(F)cc2)c(O)c1C=NCCCO,1,3,.,2,2,1,-26,10,3,4
CC(C)n1cc(C(=O)N(CC(=O)NC2CCCC2)Cc2ccccc2)cn1,2,-3,4,4,-3,-2,-12,5,-9,9
O=C(c1cn(Cc2ccccc2F)c2ncccc12)C(F)(F)F,2,-1,-3,2,4,4,-25,34,-4,8
CCCN1CCc2cc(O)cc3c2[C@H]1Cc1ccc(O)c(O)c1-3,.,-8,10,-3,39,.,.,-4,-2,24
CN(C)C(=O)Oc1ccc2oc(=O)cc(-c3cc4ccccc4o3)c2c1,-3,.,1,4,3,0,-9,19,7,0
O=c1cccc2n1CC1CC2CN(c2nc(N3CCCCC3)nc(N3CCCCC3)n2)C1 (centres undefined),0,.,1,1,17,-4,4,2,2,58*

# Record cards, as listed above. Values in the order: HSP90 inh | DYRK1A inh | GSK3 alpha inh | GSK3beta inhib | HSF1 inhib | IEC-6 cytotox | KLF5 inh | aSyn UTR inh | Platelet DG rel | HSF-1 act
# Record of CCOc1ccc2oc(C(=O)NN3C(C)CCCC3C)c(C)c2c1 (centres undefined) = -1 | . | 0 | -24 | 1 | 1 | 13 | 16 | 6 | -18
# Record of CC(C)c1ccc(O)c(CN2CCN(c3ccccc3)CC2)c1 = -1 | -1 | -3 | 3 | 3 | -5 | -2 | -10 | -3 | 19

# Screening results (PubChem)

# Only part of the results is shown. The share of hits here may be higher or lower than overall.
